hcDAF12 agonist: activates DAF-12 receptor from parasite H. contortus; HEK293 hcDAF-12 lit1-tk-luc reporter, luminescence; 0% DMSO, 100% Δ7-dafachronic acid; activation, % at 6.8 µM; hit rate 1.4% among 370,000;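 active means activation above the mean of all tested compounds plus 3 SD, cut at about 5.5% in these data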;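 further: 100% = response to 3 µM Δ7-dafachronic acid high control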
DAX1 inh-1: inhibitors of human orphan nuclear receptor DAX1 (NR0B1). P51843. HEK293 Gal4-DAX1 luciferase reporter, luminescence. inhibition, % at 6.75 µM. hit rate 0.99% among 340,000. AID 504766;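 active means inhibition above the mean over all tested compounds plus 3 SD, cut at about 4.2% in these data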;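 further: 0% = DAX1-transfected cells with DMSO and 100% = empty-vector control cells with DMSO; inhibition shows as a rise in luminescence from relieved DAX1 repression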
Target sequence (P51843 207-470 limits assumed): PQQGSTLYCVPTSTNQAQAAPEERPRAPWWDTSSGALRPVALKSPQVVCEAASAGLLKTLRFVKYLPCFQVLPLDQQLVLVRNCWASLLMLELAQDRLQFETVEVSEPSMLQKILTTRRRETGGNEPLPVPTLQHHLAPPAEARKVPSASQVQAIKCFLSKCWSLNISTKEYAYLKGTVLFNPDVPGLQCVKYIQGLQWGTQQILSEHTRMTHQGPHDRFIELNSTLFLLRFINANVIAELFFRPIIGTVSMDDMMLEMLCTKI
PLCb3 inh: blocks human PLC-beta3 enzyme activity; Q01970; Purified PLC-beta3, fluorogenic substrate, fluorescence; inhibition, % at 12.2 µM; hit rate 0.18% among 370,000; in the data active means inhibition above about 11%;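 further: 0% = median of compound wells on plate and 100% = full blocker control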
hgDAF12 agonist: hgDAF-12 agonism, primary luciferase screen. HEK293 GAL4-hgDAF12 UAS-luciferase reporter, agonist luminescence; normalized to butyrate control. activation, % at 6.8 µM. hit rate 1.8% among 370,000;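 active means activation above a cutoff set at the mean of all screened compounds plus 3 SD, cut at about 10% in these data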;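 further: 0% = DMSO wells and 100% = sodium butyrate wells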
SMARCA2 activ: SMARCA2 function activation, primary screen; MG213 cells, MMTV-luciferase reporter, dexamethasone, overnight; hit rate 1% among 370,000; activation, % at 9.1 µM; AID 652017; in the data active means activation above about 7.8%;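 further: 0% = vehicle wells and 100% = reference activator wells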
Rev-erbA mod: Rev-erb alpha (human) modulation; P20393; Rev-erbα–FITC-DNA binding, fluorescence polarization, 90 min; activity, % at 10 µM; hit rate 0.79% among 370,000;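 active means activity above about 14%, limit read from the data; passing the limit was not always enough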;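 further: 0% = DMSO wells with 35 nM protein and 100% = DMSO wells with 750 nM protein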
PG9 Ab binder: PG9 antibody binding by small molecule; hit rate 0.43% among 360,000; inhibition, % at 6.7 µM; TR-FRET gp120-PG9 antibody binding; in the data active means inhibition above about 8.5%
DAX1 inh-2: blocks DAX1 repression of SF-1 activated StAR promoter | hit rate 1.1% among 370,000 | HEK293T StAR-luciferase reporter, SF-1/DAX-1 repression relief | AID 652010 | inhibition, % at 6.8 µM;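 active means inhibition above the mean over all tested compounds plus 3 SD, cut at about 3.6% in these data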;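 further: 0% = DAX-1 cells with DMSO and 100% = cells lacking DAX-1 with DMSO; higher inhibition means more luminescence from relief of DAX-1 repression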
ssDAF12 agonist: activates DAF-12 receptor from parasite S. stercoralis | HEK293 ssDAF-12/GRIP1 lit1-tk-luc reporter, luminescence; % of 3 µM dafachronic acid response | activation, % at 6.8 µM | hit rate 1% among 370,000;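 active means activation above the mean over all tested compounds plus 3 SD, cut at about 0.9% in these data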;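 further: 0% = DMSO-only wells and 100% = 3 µM delta7-dafachronic acid wells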
GAA850 FXN act: frataxin GAA850 promoter activation. HEK293 lucGAA850 FXN promoter luciferase reporter, 24 h; percent of 10 µM SAHA response. activation, % at 6 µM. hit rate 0.56% among 360,000. AID 540364;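 active means activation above the average of all compounds screened plus 3 SD, cutoff fixed separately per campaign, cut at about 7.5% in these data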;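 further: 0% = DMSO wells and 100% = 10 µM SAHA wells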
HGIII-sPLA2 inh: Blocks human group III sPLA2 activity | AID 743126 | inhibition, % at 12.2 µM | hit rate 0.56% among 370,000 | QFRET BODIPY PC-A2 liposome hydrolysis, fluorescence | Q9NZ20;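 active means inhibition above mean plus 3 SD of compounds lying within the high and low control bounds, cut at about 19% in these data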;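 further: 0% = median of test compound wells and 100% = no enzyme DMSO wells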
Target sequence (Q9NZ20 whole entry, looked up): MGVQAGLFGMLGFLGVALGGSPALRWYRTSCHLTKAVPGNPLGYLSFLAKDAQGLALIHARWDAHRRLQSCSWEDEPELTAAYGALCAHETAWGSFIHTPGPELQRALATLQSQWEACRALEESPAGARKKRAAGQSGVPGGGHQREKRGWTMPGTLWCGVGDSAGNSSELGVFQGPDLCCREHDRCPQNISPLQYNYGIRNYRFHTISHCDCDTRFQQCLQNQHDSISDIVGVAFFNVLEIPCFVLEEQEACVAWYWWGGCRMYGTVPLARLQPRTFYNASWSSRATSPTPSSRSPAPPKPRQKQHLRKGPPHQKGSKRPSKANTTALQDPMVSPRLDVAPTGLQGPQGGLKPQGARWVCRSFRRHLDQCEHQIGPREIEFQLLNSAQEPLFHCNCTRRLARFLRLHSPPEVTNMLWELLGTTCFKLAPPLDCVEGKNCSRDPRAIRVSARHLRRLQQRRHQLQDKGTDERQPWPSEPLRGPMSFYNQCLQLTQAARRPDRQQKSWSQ
Active calls of the source: *; i = inactive; . = not tested or not shown. Only part of the results is shown; rates above refer to the full screens.

SMILES	hcDAF12 agonist	DAX1 inh-1	PLCb3 inh	hgDAF12 agonist	SMARCA2 activ	Rev-erbA mod	PG9 Ab binder	DAX1 inh-2	ssDAF12 agonist	GAA850 FXN act	HGIII-sPLA2 inh
CC(C(O)c1ccccc1)N(C)CCn1cnc2c1c(=O)n(C)c(=O)n2C (configuration not stated)	1.0	-0.4	-7.8	-3.5	-1.5	-3.7	1.9	-0.3	-1.6	0.3	-5.6
CCCCCCCCn1sccc1=O	1.2	-0.4	0.8	-2.8	7.2	2.3	1.3	-1.6	-1.1	-0.6	0.6
CCCNC(=O)N1[C@H]2CC[C@@H]1C(C(=O)OC)=C(c1ccc(OC(F)(F)F)cc1)C2	-1.3	-1.1	0.9	-0.7	-1.6	2.8	-0.8	-0.9	-1.6	-1.7	6.8
Cn1c(O)c(C=NCCN2CCN(C(=O)c3ccccc3)CC2)c(=O)n(C)c1=O	-1.7	0.0	1.8	3.5	1.6	7.7	1.1	-0.1	-0.7	0.9	4.2
CC1C(OC(=O)CCC(=O)NC(C)(C)CO)O[C@H]2OC3(C)CC[C@H]4[C@H](C)CCC1C24OO3 (some centres not stated)	-3.2	-2.0	3.7	-9.9	-1.2	1.9	0.1	-1.4	-1.6	-7.2	1.0
CCCCNC(=S)N1CCn2cccc2C1c1cccnc1 (configuration not stated)	-1.0	-0.1	-11.8	-2.3	-2.9	4.8	0.6	-0.3	-1.1	-0.1	1.2
CCC1(Oc2ccccc2)C(=O)NC(=O)NC1=O	-2.3	1.0	2.7	2.9	1.4	-8.5	-1.5	0.1	-1.5	-0.1	-5.4
O=C(O)C1=CC2c3ccccc3C1c1ccccc12	-1.0	2.3	-6.5	-0.7	-1.5	-3.3	1.4	0.9	-0.7	0.3	7.8
CCC1(c2ccc(C)cc2)C(=O)NC(=S)NC1=O	0.3	.	4.5	0.5	-2.3	2.5	-1.0	3.2	-1.7	.	3.6
CC1CCN(CC(=O)c2ccc3c(c2)OCCO3)CC1	8.9*	3.1	-15.4	16.8*	8.0*	-1.9	-0.9	8.0*	0.2	7.0	-3.8
Cc1ccc(S(=O)(=O)CC(C)(O)C(=O)Nc2cccc(C(F)(F)F)c2)cc1 (configuration not stated)	-1.4	-0.4	0.2	0.6	-1.2	0.1	-0.1	-0.5	-1.0	2.1	-5.9
CN1C(=O)C(c2ccc([N+](=O)[O-])cc2[N+](=O)[O-])C(=O)N(C)C1=O	3.0	0.4	-3.7	-0.9	-0.2	-1.7	0.3	-0.1	-0.7	0.7	4.0
NC(N)=Nc1ccc2[nH]c3c(c2c1)C[C@@]1(O)[C@H]2Cc4ccc(O)c5c4[C@@]1(CCN2CC1CC1)C3O5 (some centres not stated)	-0.2	1.5	-3.5	-1.2	-6.6	3.5	-1.1	-0.2	-0.4	0.7	-42.8
O=c1c2ccccc2nc(/C=C/c2ccco2)n1-c1ccccc1O	-0.6	-1.2	-34.6	2.9	-1.1	-2.6	0.4	-1.7	-0.6	4.5	-11.6
CCc1nn2c(=O)c(F)c(N3CCNCC3)nc2s1	1.7	.	6.0	-1.6	-5.7	-3.6	-0.3	0.9	-0.9	0.6	3.5
CS(=O)(=O)c1ccc(C2=C(CNC(=O)c3nccs3)[C@H]3CC[C@@H](C2)N3CCOc2ccccc2)cc1	-0.4	0.2	2.2	-1.5	0.3	-2.0	-0.8	-0.8	-0.8	1.2	-3.7
CSCCC(NC(=O)CCC(=O)OC1CC[C@H]2[C@@H]3CC[C@H]4CC(=O)CC[C@]4(C)[C@H]3CC[C@]12C)C(=O)O (some centres not stated)	-0.5	-0.5	-2.8	-3.1	1.9	-1.5	-1.8	0.1	-1.3	2.1	-16.1
COC(=O)C[C@H]1CC[C@H]2NC[C@@H](O)COC[C@@H]2O1	-1.7	.	-0.2	1.6	-2.0	0.4	-0.1	-0.1	-1.0	.	2.0
O=c1c2ccccc2nc(Cc2cccc([N+](=O)[O-])c2)n1-c1ccc(O)cc1	-2.4	-1.0	-11.2	-1.1	-1.4	2.5	1.1	-0.5	-0.9	0.2	-23.5
CCOC(=O)C(O)(c1cn(C)c2ccccc12)C(F)(F)F (configuration not stated)	-0.4	0.7	2.0	-0.3	0.1	-1.4	-1.8	0.2	-1.2	0.3	-1.9
Cc1ccc(S(=O)(=O)N2CCCCC2)cc1NC(=O)CN1CC=C(c2ccccc2)CC1	-2.2	-1.1	-6.7	0.4	-3.9	7.8	-1.1	-0.7	-1.8	-0.6	-40.4
FC(F)(F)c1ccccc1N1CC1c1ccncc1 (configuration not stated)	-1.7	-0.2	3.6	-2.1	0.1	-7.8	-2.9	-0.7	-1.1	-1.1	-1.2
O=[N+]([O-])c1nccn1CC(O)CN1CC1 (configuration not stated)	-0.7	.	2.4	4.8	-5.5	-3.0	1.4	0.8	-0.8	.	14.7
CSCCC(N=Cc1c(O)n(-c2ccc(F)cc2)c(=O)[nH]c1=O)C(=O)OC(C)(C)C (configuration not stated)	-0.5	-2.1	0.0	1.1	-2.9	4.5	0.5	-0.3	-1.4	-1.5	0.6
CCOC(=O)[C@]12Cc3cc(OC)ccc3[C@H]1N(Cc1ccccc1)C(=O)c1ccccc12	-2.2	1.1	0.8	-3.6	-1.6	-4.2	0.3	0.1	-1.2	-3.2	-11.5

The list goes on, starting with the last 3 of the part before.
SMILES	hcDAF12 agonist	DAX1 inh-1	PLCb3 inh	hgDAF12 agonist	SMARCA2 activ	Rev-erbA mod	PG9 Ab binder	DAX1 inh-2	ssDAF12 agonist	GAA850 FXN act	HGIII-sPLA2 inh
O=[N+]([O-])c1nccn1CC(O)CN1CC1 (configuration not stated)	-0.7	.	2.4	4.8	-5.5	-3.0	1.4	0.8	-0.8	.	14.7
CSCCC(N=Cc1c(O)n(-c2ccc(F)cc2)c(=O)[nH]c1=O)C(=O)OC(C)(C)C (configuration not stated)	-0.5	-2.1	0.0	1.1	-2.9	4.5	0.5	-0.3	-1.4	-1.5	0.6
CCOC(=O)[C@]12Cc3cc(OC)ccc3[C@H]1N(Cc1ccccc1)C(=O)c1ccccc12	-2.2	1.1	0.8	-3.6	-1.6	-4.2	0.3	0.1	-1.2	-3.2	-11.5
CC(C)CCn1c(N)c(C(=O)OCC2CCCO2)c2nc3ccccc3nc21 (configuration not stated)	-1.2	-2.5	i	-3.6	0.0	2.2	0.0	-1.0	-0.8	-0.3	-4.6
CCN(CC)C(=O)c1ccc(NC(=O)c2sccc2-c2ccccc2)cc1	-1.3	0.9	0.0	-1.3	0.9	-0.7	9.5*	0.0	-1.0	1.6	-3.5
CNCCc1c(C)n[nH]c1C	0.6	-0.2	5.5	1.5	2.1	-4.3	-0.9	0.0	-1.3	-0.2	0.9
CN1CCN(S(=O)(=O)c2cnc(Cl)c(Br)c2)CC1	-1.0	-0.4	-81.9	-2.6	-1.7	-0.6	-3.0	-0.5	-0.9	1.0	-4.7
O=[N+]([O-])c1ccc(N2CCNCC2)c(Cl)c1	-1.8	-0.7	-5.4	-3.6	0.7	-5.0	0.5	0.1	-0.9	0.5	0.3
O=c1[nH]c(=O)n(Cc2ccccc2)c(O)c1C=NCCN1CCOCC1	-0.2	0.1	-0.2	1.5	-2.5	2.5	-1.4	0.5	-1.5	1.6	-1.9
CCc1ccc(CNCCc2c[nH]c3ccccc23)cc1	-0.3	1.6	-7.9	-2.6	0.0	4.9	-0.3	-0.6	-1.2	0.7	-0.4
CCC(c1nnnn1C1CCCC1)N1CCC2(CC1)C(=O)NCN2c1ccccc1 (configuration not stated)	-0.7	.	-3.2	2.3	-4.2	-4.4	-2.7	-0.8	-1.0	.	14.3
C=CCn1c(=O)c(C=Nc2cccc([N+](=O)[O-])c2)c(O)n(CCCC)c1=O	-0.3	-1.5	-0.9	-0.2	2.1	3.8	-0.4	-0.4	-0.7	2.6	1.8
Cc1cccc(C)c1-n1nnnc1C(c1cccc2ccccc12)N1CCC(n2c(=O)[nH]c3ccccc32)CC1 (configuration not stated)	0.8	.	-3.2	0.4	-2.1	3.6	0.3	1.0	-1.1	.	13.5
CCOc1cc(C=C2C(=O)NC(=S)NC2=O)ccc1O	-0.6	3.0	-2.8	1.4	-5.5	-2.3	-0.6	-1.9	-1.2	0.3	4.6
COc1ccc(C(C)=O)cc1Cc1c(O)[nH]c(=S)[nH]c1=O	1.3	0.5	-2.9	-0.5	4.1	1.0	-0.2	-0.1	0.0	-0.2	-0.1
C[C@]12CCC3C(CC[C@H]4C[C@H](O)CC[C@]34C)C1C[C@H](O)[C@H]2O (some centres not stated)	-0.1	-0.2	1.2	-1.0	-3.5	-3.0	-1.8	0.2	-1.0	0.4	3.7
CC(C)(C)[C@]1(O)C[C@@H]2OC(=O)C[C@@]23C(=O)O[C@@H]2OC(=O)[C@H](O)[C@]213	0.1	1.4	11.8*	-0.6	-0.4	4.2	-0.5	0.1	-1.1	0.0	2.6
COC1CC2C=C(C)C=CC=CC(=O)NC(c3ccccc3)CC=CCCC(O)CC(=O)C2=C1O (configuration not stated)	-4.7	.	-17.0	-11.1	-5.5	-2.0	-2.1	-6.0	-2.3	.	-16.8
COc1cc2c3cc1Oc1c(OC)c(OC)cc4c1[C@H](Cc1ccc(cc1)Oc1cc(ccc1O)C[C@H]3N(C)CC2)N(C)CC4	0.8	1.9	1.7	-0.2	7.2	0.8	0.4	0.6	-1.3	-0.3	-16.9
CC(CN(C)C1CCN(C)CC1)c1ccccc1 (configuration not stated)	-0.3	2.4	-2.9	2.1	-0.8	-4.1	-0.4	-1.0	-1.6	-0.8	0.6
CCOP(=O)(OCC)C(C)(C)NC(=O)C(Cl)(Cl)Cl	1.7	-0.5	3.6	-0.1	4.0	1.6	-0.8	0.1	-1.6	-0.3	6.1
CCCCN1CCN(C(=O)COc2cc(=O)n(C)c3ccccc23)CC1	4.2	.	0.5	-4.2	-4.8	-5.1	.	-0.3	-1.4	.	0.0
Cc1c(N=Cc2c(O)n(CCc3ccc(F)cc3)c(=O)[nH]c2=O)c(=O)n(-c2ccccc2)n1C	0.9	1.3	1.9	0.3	-2.6	0.9	0.1	-0.1	-1.3	-0.2	-0.7
Clc1cccc(Cl)c1NC1=NCCS1	-1.8	3.3	4.2	-3.9	0.3	2.5	-0.3	0.3	-0.8	-0.9	3.0
O=C(NCCN1CCC2(CC1)C(=O)NCN2c1ccccc1)c1ccc(OC(F)(F)F)cc1	2.0	.	-0.5	-0.8	0.1	2.5	-1.0	-0.6	-0.9	.	2.1
C=CC1C[N+]2(C)CCC1CC2C(O)c1ccnc2ccccc12 (configuration not stated)	0.3	.	4.7	2.8	1.5	-7.0	-1.9	0.8	-1.8	.	6.5
COc1ccc(Cn2c(O)c(/C=N/NC(=O)c3ccccc3)c(=O)[nH]c2=O)cc1	0.4	-0.1	-29.6	7.5	7.6	-0.3	-5.6	0.3	-0.5	4.5	-11.5
O=C(O)c1cccc(N=Nc2c(O)[nH]c(=O)[nH]c2=O)c1	-1.0	-0.8	2.5	2.3	0.2	-3.7	-2.4	-0.1	-1.4	2.2	2.8
